# Screening results deposited in PubChem BioAssay by several laboratories.
# Thrombin inh – inhibitors of human thrombin; P00734; AID 1046; alpha-thrombin, Boc-VPR-AMC fluorogenic substrate cleavage; inhibition, % at 5 µM; 220,000 compounds, 0.26% hits;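 active = inhibition at or above 40%; inactive = inhibition below 40%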;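 note: 0% = enzyme with no compound and 100% = wells without enzyme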
#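 System: Human alpha-thrombin protein | Medium: pH 7.5 Tris (50 mM) with NaCl 150 mM, Tween 20 0.05% | Times: Enzyme reaction carried out at room temperature | Detection: AMC fluorescence, 355/460 nm | Evaluation: Percent inhibition scaled between no-compound controls and no-enzyme blanks | Benchmarks: Enzyme without compound as high, wells lacking enzyme as low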
# Wee1 stabilizer – blocks degradation of human Wee1 kinase. 220,000 compounds, 1.2% hits. reporter increase, % at 5 µM. HeLa Luc-Wee1K328M stability, luciferase luminescence; 100% = proteasome inhibitor MG132 effect. P30291;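 active = activation above the mean of all tested compounds plus 3 SD, set per screening run, cut at about 8.8% in these data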;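 note: cells exposed to compound for 20 h before luminescence read; 0% = DMSO alone and 100% = MG132 at 30 µM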
# p97 ATPase inh – blocks human p97 ATPase activity; P55072; recombinant p97 ATPase, Kinase-Glo ATP luminescence, 3 h; inhibition, % at 8 µM; 220,000 compounds, 0.42% hits; AID 1481; in the data active = inhibition above about 15%;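 note: 0% = DMSO vehicle and 100% = wells lacking enzyme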
# Target sequence (P55072 whole entry, looked up): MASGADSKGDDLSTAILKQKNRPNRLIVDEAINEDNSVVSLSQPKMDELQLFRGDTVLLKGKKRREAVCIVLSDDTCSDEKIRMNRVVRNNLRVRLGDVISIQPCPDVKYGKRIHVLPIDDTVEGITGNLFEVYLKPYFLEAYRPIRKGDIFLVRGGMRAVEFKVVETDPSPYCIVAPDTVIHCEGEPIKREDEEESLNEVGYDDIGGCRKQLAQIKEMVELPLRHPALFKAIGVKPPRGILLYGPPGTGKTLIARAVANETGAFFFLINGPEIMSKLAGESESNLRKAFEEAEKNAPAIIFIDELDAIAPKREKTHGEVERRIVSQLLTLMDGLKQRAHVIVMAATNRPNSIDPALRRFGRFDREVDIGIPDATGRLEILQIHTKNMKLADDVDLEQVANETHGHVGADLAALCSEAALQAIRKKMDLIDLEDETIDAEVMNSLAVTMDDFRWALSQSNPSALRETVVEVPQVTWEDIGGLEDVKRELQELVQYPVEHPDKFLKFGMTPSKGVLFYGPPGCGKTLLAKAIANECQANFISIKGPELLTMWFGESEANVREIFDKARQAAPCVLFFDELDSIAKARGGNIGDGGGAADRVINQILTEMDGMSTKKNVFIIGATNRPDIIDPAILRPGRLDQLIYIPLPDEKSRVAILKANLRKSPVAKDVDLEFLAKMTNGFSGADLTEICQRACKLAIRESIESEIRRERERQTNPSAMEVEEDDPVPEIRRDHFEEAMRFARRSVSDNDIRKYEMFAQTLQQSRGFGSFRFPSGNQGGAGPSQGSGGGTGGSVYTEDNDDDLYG
# KLK5 inh – blocks human kallikrein 5 protease activity; inhibition, % at 5 µM; 210,000 compounds, 0.59% hits; Q9Y337; AID 873; recombinant hK5, fluorogenic AMC substrate cleavage;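 active = inhibition of 40% or more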;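 note: 0% = enzyme controls without compound and 100% = no-enzyme blanks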
# Target sequence (Q9Y337 67-293 limits assumed): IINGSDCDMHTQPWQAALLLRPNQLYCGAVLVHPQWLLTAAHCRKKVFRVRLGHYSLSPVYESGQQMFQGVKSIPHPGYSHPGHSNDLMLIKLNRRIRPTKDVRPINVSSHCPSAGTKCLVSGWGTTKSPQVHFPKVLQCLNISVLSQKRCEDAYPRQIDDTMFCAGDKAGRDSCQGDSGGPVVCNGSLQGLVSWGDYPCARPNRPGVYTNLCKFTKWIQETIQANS
# FXIa inh 1536 – factor XIa (human) inhibition | P03951 | 220,000 compounds, 0.14% hits | purified FXIa, Boc-Glu-Ala-Arg-AMC fluorogenic substrate | inhibition, % at 5 µM;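 active = inhibition of at least 40%; inactive = inhibition below 40%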;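 note: fluorescence of freed AMC excited at 355 nm; 0% = enzyme without compound and 100% = no enzyme blank; many of its hits are not listed in these tables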
# Furin inh – human furin inhibition. 220,000 compounds, 0.061% hits. P09958. purified furin, fluorogenic substrate cleavage. inhibition, % at 30 µM; in the data active = inhibition above about 25%; note: inactives centre near -15
# Cl transport mod – KCC2 (human) Cl- transport modulation; KCC2 cells, thallium flux FluoZin-2 fluorescence; B-score of Tl+ flux slope (higher = more flux/activation; lower = inhibition) at 10 µM; 190,000 compounds, 2.2% hits; AID 1456;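 active = thallium flux slope and its plate-corrected score both differing from the plate sample mean at a set confidence after two filtering rounds, in either direction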;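 note: slope of fluorescence scaled to starting intensity during 10 to 20 s after thallium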
# PERK inhibitor – human PERK inhibition, primary cell-based screen | Q9NZJ5 | CHO PERK-DD fusion, SEAP luminescence translation reporter | inhibition, % at 5.6 µM | 220,000 compounds, 0.17% hits;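 active = inhibition above the mean inhibition of all tested compounds plus 3 SD, set separately per screening campaign, cut at about 2.9% in these data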;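 note: PERK kinase domain activated by AP20187 dimerizer at 100 nM; 0% = DMSO with dimerizer and 100% = rapamycin at 8.4 µM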
# FXIIa inh 1536 – blocks human coagulation factor XIIa protease activity; P00748; purified FXIIa, Boc-QGR-AMC fluorogenic substrate, 2 h; inhibition, % at 5 µM; 220,000 compounds, 0.3% hits; in the data active = inhibition above about 40%;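 note: 0% = enzyme with no compound and 100% = blank without enzyme; many of its hits are not listed in these tables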
# Active calls of the source: *; . = no result given; [ ] = another dose, or the depositor's remark.
SMILES,Thrombin inh,Wee1 stabilizer,p97 ATPase inh,KLK5 inh,FXIa inh 1536,Furin inh,Cl transport mod,PERK inhibitor,FXIIa inh 1536
O=C(O)c1cccc(N2C(=O)CCC2=O)c1,2,8,6,3,1,-28,0.96,1.0,6
CCOC(=O)C(=O)Nc1nnc(COc2ccccc2)s1,-4,-4,0,3,1,-18,0.3,0.6,11
COc1ccc(OCC(=O)N2CCN(C(=O)c3ccco3)CC2)cc1,-19,-3,4,5,4,-33[20 µM],-0.59,0.5,0
COc1ccc(N2CCN(C(=S)NCc3ccccc3)CC2)cc1,5,4,-1,-15,-1,-34,-0.29,1.5,4
CCOc1cc2c(cc1C=O)OC(C)C2 (centres undefined),-3,0,1,-2,1,-10,.,0.5,2
COC(=O)c1ccccc1NC(=O)CSc1nnc(Cc2ccc(Cl)cc2)o1,-1,1,-5,-23,3,-9[20 µM],-1.2,-0.9,-1
CC(=O)c1c(C)[nH]c(C(=O)OCC(=O)Nc2ccccc2Cl)c1C,-3,0,4,0,0,-22,-1.4,0.4,6
COCCn1c(C)nc2oc3ccc(Br)cc3c(=O)c2c1=O,7,1,-4,-6,6,-18,.,0.0,15
COc1ccc(CN2C(=O)[C@@H]3C(c4ccccc4Cl)=NO[C@@H]3C2=O)cc1,3,-2,7,-11,0,-15,-0.017,0.6,20
CCn1c(C)nc2cc(C(=O)NNS(=O)(=O)c3ccc(C)c(C)c3)ccc21,2,4,-1,6,6,-17[20 µM],.,0.8,16
Cc1cc(=O)oc(C)c1C(=O)NCCN1CCOCC1,4,0,-5,5,0,-27,.,0.8,7
CN1CCN(CC(=O)N(Cc2c(C#N)c3ccccc3n2C)c2ccccc2)CC1,-4,-1,1,-1,1,-18[20 µM],0.24,-0.9,6
COc1cc(Nc2ncnc(N)n2)cc(OC)c1,-1,-1,12,2,2,-21,0.39,0.5,2
Cc1cccc(C(=O)NCC(=O)OCC(=O)N2CCc3ccccc32)c1,5,13*,-4,19,11,0,-0.71,-0.3,26
CCCOc1ccc2c(CC)cc(=O)oc2c1C,-5,4,4,-12,15,-31,0.05,0.1,14
O=C(Nc1ccc2c(c1)OCO2)c1cc2nc(C3CC3)cc(C(F)(F)F)n2n1,-5,-3,1,-13,-12,-7[20 µM],.,0.5,6
CC(=O)NNC(=O)c1cc2c3ccccc3n(C)c2s1,-1,0,2,.,2,-17,0.042,0.6,12
CC(=O)c1c(C)[nH]c(C(=O)NCCN2CCC(C)CC2)c1C,0,0,1,1,-5,-27,1.1,-0.8,6
CCN(CC)S(=O)(=O)c1cccc2nsnc12,0,3,2,-17,2,-10[20 µM],.,-0.5,12
Cc1cc(NS(=O)(=O)c2ccc(NC(=O)CSc3nnc(-c4ccco4)n3C)cc2)nc(C)n1,-3,0,6,-4,-2,-16,-0.061,0.3,5
CC(=O)Nc1cc(C(C)C)c(O)c(C(C)C)c1,-18,0,-1,2,2,-16[20 µM],1.5,1.3,-7
CN(C)c1ccc(NC(=O)CN2CCN(S(=O)(=O)c3cc(Cl)ccc3Cl)CC2)cc1,-5,0,0,-20,0,-22[20 µM],-0.5,-0.9,10
CCOC(=O)N1CCN(C(=O)/C(=C\c2cccs2)NC(=O)c2cccs2)CC1,-2,0,3,-10,-1,-18,0.51,1.7,-3
O=C(O)CCCNC(=O)c1cncc(Br)c1,-3,3,2,-8,2,-15,.,2.7,22
CCOC(=O)N1CCN(c2ccccc2OC)CC1,2,9.6*,-3,-4,-1,-15,-0.098,1.1,8
# (more compounds)
SMILES,Thrombin inh,Wee1 stabilizer,p97 ATPase inh,KLK5 inh,FXIa inh 1536,Furin inh,Cl transport mod,PERK inhibitor,FXIIa inh 1536
CCN1CCCC1CNC(=O)C(NC(=O)C1CCC(C)CC1)C(C)C (centres undefined),-1,0,4,-2,3,-18,.,1.3,14
CCN(CC)S(=O)(=O)c1ccc(C(=O)N2CCc3ccccc32)cc1,-6,4,2,0,-2,11,-0.45,0.0,7
CN(C)S(=O)(=O)c1cccc(-c2nn(-c3ccccc3)cc2/C=C2\SC(=S)N(CC(=O)O)C2=O)c1,-2,-2,-6,5,6,-8,0.052,1.3,11
Cc1nn(CC(=O)N2CCOCC2)c(=O)c2ccccc12,1,-3,0,-4,-2,-4,-0.37,-0.6,7
Cc1nc2ccccn2c1/C(O)=C1\C(=O)C(=O)N(CCCN(C)C)C1c1ccc(F)cc1 (centres undefined),.,2,8,.,.,-10,0.13,1.0,.
NC1=C(O)C(=O)C(c2ccccc2)O1 (centres undefined),-5,-2,8,14,-13,-14,-0.095,0.7,1
Cc1ccc(CNc2ccc(N3C(=O)CC(C)C3=O)cc2[N+](=O)[O-])cc1 (centres undefined),2,4,3,-19,1,2,-0.43,0.9,8
COC(=O)C1(CCSC)NC(c2ccc(O)cc2)C2C(=O)N(c3ccc4c(c3)OCCO4)C(=O)C21 (centres undefined),-5,-1,3,-1,1,-35,0.32,0.6,8
CCOC(=O)CSc1nc2ccccc2n1CC(=O)NC(C)(C)C,-6,-1,-1,0,13,-10,.,-0.3,16
CCOc1ccc(/C=N/NC(=O)C(C)Sc2ccccn2)cc1OCC (centres undefined),-9,-1,-3,-26,-5,-20,-1,0.1,-1
CCC1=NN(C(=O)C(=O)Nc2ccc(Br)cc2)C(O)(C(F)(F)F)C1 (centres undefined),2,-3,-2,-17,1,-31,-2.2,0.1,4
O=C(O)CC(NC(=O)c1sc2ccccc2c1Cl)c1ccc(OC2CCCC2)cc1 (centres undefined),-6,0,-1,-3,-2,-29,-3.2,0.9,5
COc1ccc2oc(=N)c(-c3nnc4n3CCCCC4)cc2c1,1,-1,1,-17,3,-16[20 µM],0.27,-0.1,10
O=c1c2ccccc2nc(-c2cccs2)n1-c1ccc2ccccc2c1,-4,-1,5,-11,5,-23,-0.29,0.0,9
COC(=O)C1=C(C)N(c2cc(C)cc(C)c2)/C(=C/c2ccco2)C1=O,-21,-1,2,-5,1,-4,-1.1,-0.3,5
CC(NC(=O)COc1ccccc1)C1COc2ccccc2O1 (centres undefined),.,6,1,.,.,-13[20 µM],-0.3,-0.6,.
COc1ccccc1CNC(=O)c1cn(C)c2ccc(S(=O)(=O)N3CCCCC3)cc2c1=O,-2,-3,5,-3,2,-10,1.3,0.5,5
O=C(c1cccc(F)c1)N1CCN(C(=O)c2nn3cccnc3c2Cl)CC1,4,-1,1,6,4,-23[20 µM],-0.16,0.8,11
N#CNC(=Nc1cccc(C(F)(F)F)c1)SCc1ccc(C(=O)O)cc1,0,1,-3,0,4,-6,.,1.7,-24
CCCOc1ccc(N2C(=O)CC(N3CCN(c4ccccc4OC)CC3)C2=O)cc1 (centres undefined),-13,0,-3,-33,-7,-25,1.4,0.2,3
CC(C)NS(=O)(=O)c1ccc(CCC(=O)NCc2ccc3c(c2)OCO3)cc1,-1,1,2,-9,9,-21[20 µM],0.38,0.4,13
Cc1cccn2c(=O)c3cc(C#N)c(=N)n(Cc4cccnc4)c3nc12,.,-2,0,.,.,-18[20 µM],-1.6,-1.7,.
NS(=O)(=O)c1ccc(NC(=O)CCCC(=O)O)cc1,1,-3,-1,-2,4,-18,0.016,0.7,8
C=CCN1C(=O)N/C(=C/c2ccc(C)o2)C1=O,-13,-1,8,-11,-1,-8,2.4,0.5,7
O=C(COc1ncnc2ccccc12)Nc1cc([N+](=O)[O-])ccc1F,-12,1,0,13,-1,-8,-0.3,0.4,-3
# Additional results
SMILES,Thrombin inh,Wee1 stabilizer,p97 ATPase inh,KLK5 inh,FXIa inh 1536,Furin inh,Cl transport mod,PERK inhibitor,FXIIa inh 1536
O=C(NCC(c1cccs1)N1CCOCC1)c1ccccc1NS(=O)(=O)c1cc([N+](=O)[O-])ccc1Cl (centres undefined),-9,-2,0,5,6,-6,-2.4,-0.5,12
COc1ccc(/C=C/C(=O)Nc2ccc(OC)nc2)cc1,-2,2,0,-9,2,-8,0.91,0.0,8
Cc1cc(C)n2nc(SCc3nnc(-c4ccc(F)cc4)o3)nc2n1,-14,-1,0,-12,-3,-13,0.51,0.0,-6
COc1ccccc1OCc1ccc(C(=O)NCc2cccnc2)o1,5,0,2,-2,2,-12[20 µM],.,0.5,10
CC1=C(C#N)CCC(=O)N1Cc1c(F)cccc1Cl,-9,-3,4,-1,-1,-21,0.23,0.6,8
CC(=O)c1cccc(NC(=O)C23CC4CC(C2)CC(n2cncn2)(C4)C3)c1,0,-3,2,-5,12,-15,0.027,1.4,17
O=S(=O)(CS(=O)(=O)c1ccc(Cl)cc1)c1ccc(Cl)cc1,-1,0,6,2,3,-11,0.087,0.7,4
CN(CC(=O)NC1CCCCCCC1)S(=O)(=O)c1cnc[nH]1,-9,2,4,-4,-3,-25,0.068,1.3,4
Cc1ccc(C)c(OC(=O)c2ccncc2)c1,1,2,-3,-4,5,-30[20 µM],1,1.4,11
CN(C)CCNC(=O)COc1cccc2c1OC(C)(C)C2,0,-4,-2,-21,10,-26,-0.089,1.2,2
Cc1nnc(SCC(=O)Nc2cc(C(F)(F)F)ccc2N2CCOCC2)o1,-7,-2,0,1,2,-9[20 µM],0.61,-0.1,0
CCOC(=O)Cc1csc(NC(=O)c2cc3c(s2)CCCC3)n1,-2,-3,-4,-4,-5,-16[20 µM],-1.1,-1.0,5
Cc1noc(C)c1S(=O)(=O)Nc1ccccc1OC(F)(F)F,-5,1,4,-3,1,-2,-1.1,0.7,6
CCCCNc1c(N)n(CC(C)C)c(=O)[nH]c1=O,-6,-2,-3,-5,-7,-14,0.82,1.5,7
NC(=O)Cn1c(-c2nonc2N)nc2ccccc21,-4,-2,-6,3,9,0,-0.052,1.3,8
COc1ccc(C2=NO[C@@H]3C(=O)N(c4c(C)cccc4C)C(=O)[C@H]23)cc1OC,2,-1,1,-11,2,-6,0.38,-0.6,19
NC(=O)c1nnn(-c2cccc(C(F)(F)F)c2)c1-c1ccccc1,-8,-2,2,-1,-1,-13,-0.043,0.8,3
S=C(NCCc1ccncc1)Nc1ccccc1,-7,3,4,-9,-5,-15,-0.038,0.6,1
Cc1ccc(C(=O)N/C(=C\c2ccc3c(c2)OCO3)C(=O)Nc2ccc(C(=O)O)cc2)cc1,-5,2,-3,-2,-4,-15,0.35,-0.6,5
COc1ccccc1N1CCN(C(=O)CN(C)S(=O)(=O)c2cc(C)ccc2OC)CC1,0,-4,-3,3,-2,-11,-0.12,-1.5,11
CC(C)CC(=O)Nc1cccc(C(=O)Nc2ccccc2C(=O)O)c1,-3,-2,2,-21,-17,-12[20 µM],.,-0.2,0
COc1ccc(O[C@H]2C=C[C@@H](c3ccccc3)O[C@@H]2COC(=O)CC/C(C)=N/O[C@@H](C)c2cn([C@H](CO)Cc3ccccc3)nn2)cc1,0,-1,-16,-1,17,-7,-1.7,-0.9,22
Cc1ccc(C2CCN(C(=S)NC3CCCCC3)C2)cc1 (centres undefined),-2,0,-3,.,-3,-25,-0.65,2.1,6

# An excerpt from the list above, for reference:
SMILES,Thrombin inh,Wee1 stabilizer,p97 ATPase inh,KLK5 inh,FXIa inh 1536,Furin inh,Cl transport mod,PERK inhibitor,FXIIa inh 1536
O=C(NCC(c1cccs1)N1CCOCC1)c1ccccc1NS(=O)(=O)c1cc([N+](=O)[O-])ccc1Cl (centres undefined),-9,-2,0,5,6,-6,-2.4,-0.5,12
COc1ccc(/C=C/C(=O)Nc2ccc(OC)nc2)cc1,-2,2,0,-9,2,-8,0.91,0.0,8
Cc1cc(C)n2nc(SCc3nnc(-c4ccc(F)cc4)o3)nc2n1,-14,-1,0,-12,-3,-13,0.51,0.0,-6
COc1ccccc1OCc1ccc(C(=O)NCc2cccnc2)o1,5,0,2,-2,2,-12[20 µM],.,0.5,10
